Assay outcomes: PubChem BioAssay, several laboratories
MOR-DOR inv ag = inverse agonists of human mu-delta opioid receptor heterodimerization | inhibition, % at 9.3 µM | cell-based MOR-DOR heterodimer luminescence, inverse agonism | actives 0.21% (n = 340,000) | AID 504357 | P35372+P41143; in the data active = inhibition above about 22%, passing the limit was not always enough;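 also: 0% = cells with DMSO and 100% = wells without cells with DMSO; values of inactives mirror those of a sister screen read the other way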
RTF Ca sens inh = cardiac RTF calcium desensitization; P19429+P45379; IANBD-labeled cardiac RTF, Ca2+ fluorescence; inhibition, % at 7.15 µM; actives 0.12% (n = 340,000); AID 493244;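 active = inhibition above the mean inhibition of all tested compounds plus 3 SD, cut at about 17% in these data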;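 also: assay run at fixed EC70 calcium of 1.6 mM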
V-ATPase pHluor = yeast V-ATPase proton transport regulation by pHLuorin. response, % at 10 µM. actives 0.37% (n = 350,000). S. cerevisiae, pHLuorin cytosolic pH fluorescence; in the data active = response mostly above about 7.3%, no sharp cut-off; inactive = mostly below about 5.4%; also: actives read high; inactives centre near 0; some compounds called inactive have numbers as strong as hits; reference of the scale not given here
OPRM1-OPRD1 ag = OPRM1-OPRD1 heterodimerization agonism; actives 0.3% (n = 340,000); activation, % at 9.3 µM; P35372+P41143; cells, luminescence; AID 504326; in the data active = activation above about 18%;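 also: 0% = vehicle-treated cells and 100% = reference agonist; values of inactives mirror those of a sister screen read the other way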
Arrestin-AP2 inh = blocks beta-arrestin peptide binding to AP2 adaptin; FITC-arrestin peptide / GST-AP2 beads, flow cytometry; AP2 beta2 appendage carries R879A mutation; inhibition, % at 10 µM; actives 0.31% (n = 340,000);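 active = inhibition above a set limit, near 3 SD of compounds lacking own fluorescence, cut at about 54% in these data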;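 also: plate controls were DMSO wells for no effect and 5 µM unlabelled arrestin peptide for full effect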
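System: GST-tagged AP2 beta2-adaptin appendage (R879A) on 4 µm glutathione beads / Reagent: FITC-arrestin peptide, 50 nM / Detection: HyperCyt-sampled flow cytometry, FL1 channel, ex 488/em 535 nm / Timing: 12 min plus 1 h, RT / Buffer or medium: PBS plus Tween 20 (0.05%) and BSA (0.1%)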
RTF Ca sens act = cardiac RTF calcium sensitization; P19429+P45379; AID 493008; activation, % at 7.2 µM; IANBD-labeled TnC RTF fluorescence at EC20 calcium; 0% EC20 calcium, 100% full calcium; actives 0.24% (n = 340,000);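 active = activation above the mean over all tested compounds plus 3 SD, cut at about 30% in these data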;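 also: rise in fluorescence read as greater calcium sensitivity of cardiac thin filaments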
Keap1-Nrf2 PPI = disrupts human Keap1 binding to Nrf2 peptide. Q14145. Keap1 Kelch-Nrf2 peptide fluorescence polarization, 1536-well. inhibition, % at 9.4 µM. actives 0.15% (n = 340,000); in the data active = inhibition above about 12%; inconclusive = no clear call, values can overlap the other calls; inactive = below about 7.3%;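 also: human Keap1 Kelch domain with fluorescein labeled Nrf2 9mer peptide probe; 0% = neutral control wells and 100% = peptide positive control; higher means more block of Keap1 binding to Nrf2 peptide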
Target sequence (Q14145 whole entry, looked up, the tested form may be a part): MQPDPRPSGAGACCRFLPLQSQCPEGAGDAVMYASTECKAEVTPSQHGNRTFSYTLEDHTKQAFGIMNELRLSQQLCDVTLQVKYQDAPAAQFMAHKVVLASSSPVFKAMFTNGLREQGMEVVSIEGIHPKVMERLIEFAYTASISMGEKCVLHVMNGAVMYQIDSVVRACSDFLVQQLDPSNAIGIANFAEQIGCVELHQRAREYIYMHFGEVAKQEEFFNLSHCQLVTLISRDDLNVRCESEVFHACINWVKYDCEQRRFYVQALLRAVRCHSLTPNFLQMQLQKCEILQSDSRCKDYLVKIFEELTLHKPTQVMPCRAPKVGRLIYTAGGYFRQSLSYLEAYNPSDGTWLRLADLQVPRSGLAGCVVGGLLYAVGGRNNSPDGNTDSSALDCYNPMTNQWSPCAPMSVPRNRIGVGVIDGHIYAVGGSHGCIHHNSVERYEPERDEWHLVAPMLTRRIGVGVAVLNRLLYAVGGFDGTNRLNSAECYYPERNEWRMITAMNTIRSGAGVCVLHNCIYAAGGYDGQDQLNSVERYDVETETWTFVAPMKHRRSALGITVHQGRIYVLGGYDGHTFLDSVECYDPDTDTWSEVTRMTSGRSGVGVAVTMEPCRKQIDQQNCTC
Pemphigus Ab inh = blocks pemphigus antibody binding to human desmoglein-3; P32926; actives 0.48% (n = 310,000); DSG3-coupled beads, scFv-anti-DSG3-GFP binding, flow cytometry; hits give low values; binding (percent of control), % at 10 µM;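 active = binding more than 3 SD below its plate's average and above zero; inconclusive = below that plate limit but binding exactly zero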;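 also: hits lower antibody fragment binding to DSG3; some compounds called inactive have numbers as strong as hits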
Wnt bcat act = Wnt/beta-catenin pathway activation; actives 1.2% (n = 300,000); AID 743398; activation, % at 9.35 µM; Wnt/beta-catenin reporter cell assay, activator, plate reader; in the data active = activation above about 30%, passing the limit was not always enough; inconclusive = no clear call, values can overlap the other calls;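 also: 0% = neutral control wells and 100% = positive control wells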
C-LANA FP = inhibitors of KSHV LANA C-terminal domain DNA binding; MBP-C-LANA/FAM-LBS DNA binding, fluorescence polarization; inhibition, % at 9 µM; actives 0.078% (n = 340,000); AID 504423;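 active = highest replicate inhibition at or above 60% at 9 µM, even if other replicates fall short; inactive = all replicates below 60% inhibition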;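 also: 0% = neutral control wells and 100% = 4 µM acridine orange control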
The depositor's hits bear a star; ? = inconclusive; · = no result given.

SMILES	MOR-DOR inv ag	RTF Ca sens inh	V-ATPase pHluor	OPRM1-OPRD1 ag	Arrestin-AP2 inh	RTF Ca sens act	Keap1-Nrf2 PPI	Pemphigus Ab inh	Wnt bcat act	C-LANA FP
COc1ccc(N=C2C(=Nc3ccc(OC)cc3)N(c3ccc(OC)cc3)C(=S)N2C(=O)c2ccc(OC)cc2)cc1	15	0	0	-3.0	1	1	-1	94	·	1.0
COc1ccc2c(c1OC)C(=O)N1N=C(c3ccc(Cl)cc3)CC21 (centres undefined)	20	-49	-3	-3.9	-3	-3	-3	81	2	0.2
Cc1cc(NC(=O)c2ccccc2)ccc1NC(=O)c1ccccc1Cl	3	-4	1	-0.6	-13	4	-4	97	0	-0.5
COC(=O)CCC(=O)NC(=S)Nc1ccc(S(=O)(=O)Nc2cc(C)on2)cc1	13	-5	0	-2.5	17	-3	1	91	-1	1.0
Cc1cc(NC(=O)CSc2nnc(-c3ccncc3)n2Cc2ccccc2)n(-c2ccccc2)n1	9	-6	-3	-1.8	-6	1	-4	·	-2	1.7
O=C(Nn1c(Cc2cccs2)nc2ccccc2c1=O)c1cccs1	5	-5	-2	-1.0	1	-1	-2	99	·	-0.3
O=c1[nH]c(C2CCN(S(=O)(=O)c3ccc(F)cc3)CC2)nc2c1nnn2Cc1ccc2c(c1)OCCO2	2	-5	1	-0.4	-5	-4	-4	·	-2	-0.6
COc1ccc(-c2nn(-c3ccccc3)cc2/C=C(\CC(=O)O)c2nc3ccccc3s2)cc1OC	-1	-1	-1	0.1	11	1	-2	106	11	-1.2
CCC/C(=C1/c2ccccc2C(=O)N1c1ccccc1)c1ccc2[nH]ccc2c1	3	-4	-3	-0.5	39	-2	1	96	-7	1.5
Cc1ccc(SCCOCCN2CC(C)OC(C)C2)cc1 (centres undefined)	-1	-1	-4	0.1	-2	1	-1	86	1	0.4
O=C(C1=C[C@H](c2ccc3c(c2)OCO3)C[C@H](OCc2ccc(CO)cc2)O1)N1CCN(Cc2ccc3c(c2)OCO3)CC1	4	-12	-2	-0.7	-8	4	-6	98	-1	1.4
CCOc1cc(/C=C2/C(=N)N3C(=NC2=O)SN=C3S(C)(=O)=O)ccc1OC(=O)c1ccco1	15	-1	-2	-2.8	39	4	-10	103	·	-3.3
COc1ccc(NC(=O)CNC(=O)C2CCCCC2)cc1OC	17	0	0	-4.1	1	-6	-2	·	3	-4.0
Cc1c(C(=O)O)oc2ccc(S(=O)(=O)N(CC(C)C)CC(C)C)cc12	16	-9	1	-3.9	6	-6	0	106	-1	0.9
CCCn1c(C)cc(/C=C(\C#N)C(=O)OCC(=O)Nc2cc(OC)c(OC)c(OC)c2)c1C	-5	-18	1	1.2	-1	8	-8	100	·	0.1

Looked up above:
For C-LANA FP, COc1ccc(N=C2C(=Nc3ccc(OC)cc3)N(c3ccc(OC)cc3)C(=S)N2C(=O)c2ccc(OC)cc2)cc1 is entered as 1.0
For OPRM1-OPRD1 ag, Cc1cc(NC(=O)CSc2nnc(-c3ccncc3)n2Cc2ccccc2)n(-c2ccccc2)n1 is entered as -1.8
For Pemphigus Ab inh, O=C(C1=C[C@H](c2ccc3c(c2)OCO3)C[C@H](OCc2ccc(CO)cc2)O1)N1CCN(Cc2ccc3c(c2)OCO3)CC1 is entered as 98

Additional structures follow.
SMILES	MOR-DOR inv ag	RTF Ca sens inh	V-ATPase pHluor	OPRM1-OPRD1 ag	Arrestin-AP2 inh	RTF Ca sens act	Keap1-Nrf2 PPI	Pemphigus Ab inh	Wnt bcat act	C-LANA FP
COc1cc(C(=O)NCC(=O)N2CCN(S(=O)(=O)c3cc(C)ccc3C)CC2)cc(OC)c1OC	9	-4	-3	-1.4	-15	3	-2	107	-2	0.4
CC(=O)Cc1ccccc1OC(=O)c1ccco1	6	-25	0	-1.1	-17	1	-7	114	-7	1.0
Cc1ccc(S(=O)(=O)NC(C(=O)O)c2ccccc2)cc1 (centres undefined)	6	-7	4	-1.0	9	-1	3	98	-7	-1.6
O=C(CCc1nnc(CCCCc2ccccc2)o1)NCCCc1cccnc1	18	1	-1	-3.5	-1	6	-1	95	3	0.3
COc1cc(/C=N/NC(N)=O)ccc1OC(=O)c1cccs1	-2	-12	1	0.3	3	-2	-1	123	0	-1.2
O=C(NCCCn1ccnc1)/C(=C\c1cccnc1)NC(=O)c1ccccc1F	11	6	4	-2.1	8	-8	-1	100	-1	-0.4
O=C(Nc1ccc(F)cc1)Nc1ccc(Cl)cn1	-53	-3	-1	9.9	-6	-1	-3	96	·	-2.2
O=C(COc1ccc2c(C(F)(F)F)cc(=O)oc2c1)Nc1ccc(N2CCOCC2)cc1	16	2	1	-2.5	2	1	-1	82	-1	-1.4
COC(=O)[C@]1(CC(C)C)N[C@H](c2ccc(SC3CCCCC3)cc2)[C@@H]2C(=O)N(C)C(=O)[C@@H]21	-14	-1	4	2.3	9	-2	6	100	-4	0.3
Cc1cccc(N2CCN(C(=O)CCCCCn3c(=S)[nH]c4ccc(N5CCOCC5)cc4c3=O)CC2)c1C	-2	2	5	0.4	-4	-7	-6	·	-8	-0.2
Cc1cc(C)n(CC(O)CN2c3ccccc3Sc3ccccc32)n1 (centres undefined)	-29	8	5	4.9	3	4	-2	104	4	0.4
COc1ccccc1NC(=O)Cn1nnc(-c2ccccc2NC(=O)c2cnccn2)n1	9	1	1	-1.4	6	2	-2	81	-5	-0.9
CCc1cc2c(COC(=O)c3c(C)noc3C)cc(=O)oc2cc1O	12	0	-1	-2.4	4	-7	0	83	5	-1.4
CCCc1cc(=O)n2nc(N3CCC(C(=O)Nc4c(F)c(F)c(F)c(F)c4F)CC3)sc2n1	14	-6	0	-2.9	-7	5	-4	100	3	0.0
CC1CC2c3cccc(C(=O)O)c3C(=O)N2c2ccc(Cl)cc21 (centres undefined)	25	-5	0	-5.1	-3	2	-2	112	3	-0.5
Cc1ccc(CCNC(=O)c2nnc(CS(=O)(=O)c3ccccc3)o2)cc1	13	-4	1	-2.1	5	1	-1	129	-2	-1.5
COc1ccccc1CC(=O)N1CCOCC1	16	-17	0	-3.4	13	-3	-1	99	1	3.5
CC(C)(C)C(=O)Cn1c(NCCCO)nc2ccccc21	16	-4	8	-3.5	1	-5	1	·	0	-0.5
COc1ccc2c(c1)cc1n2CCN=C1NCCO	16	-10	-2	-2.8	-1	2	-1	·	-3	0.3
CCN(CC)c1ccc(NC(=O)CCS(=O)(=O)c2cccc3nsnc23)c(C)c1	-2	-24	1	0.3	-18	6	-2	101	-1	-0.1
CSc1nccc(NC(=O)c2cccc(Br)c2)n1	4	0	-1	-0.8	24	-6	-3	103	1	0.8
C/C(=N\NC(=O)C1COc2ccccc2O1)c1cc2ccccc2o1 (centres undefined)	-10	-3	1	1.4	-2	-1	-1	94	0	-1.2
CCn1cc(CNCc2c(C(=O)N3CCCCC3)nc3c(C)cccn23)cn1	-5	-4	-2	0.7	7	0	-1	101	-11	-0.7
C[C@@H](NC(=O)c1[nH]cnc1C(=O)Nc1cccc(Cl)c1)c1ccccc1	-7	-8	2	1.2	4	-2	1	101	-2	-2.4
CC(C(=O)Nc1cccc(Br)c1)c1ccc([N+](=O)[O-])cc1 (centres undefined)	-2	-3	-2	0.5	6	-2	4	110	-4	-0.7
Cc1ccc2c(c1)N(C(=O)NC1CCCCC1)C(C)(C)CC2C (centres undefined)	19	-2	0	-4.1	-34	-1	0	·	·	0.1
CC(=O)Nc1ccc(Cc2ccncc2)cc1	12	-12	4	-2.4	-1	5	-2	104	·	-3.1
O=C(O)c1cccc(NC(=O)C2CC(=O)N(Cc3ccccc3)C2)c1 (centres undefined)	10	-13	-2	-2.0	-5	-1	2	95	·	0.5
O=C(COc1ccc(F)cc1)c1ccc2c(c1)CCCC2	-13	-6	·	2.1	-12	-6	?	97	·	-0.2
CN1CCN(c2ccc(CNC(=O)c3cc4ccccc4o3)cc2)CC1	-2	1	-4	0.3	-1	2	2	·	0	·
NC(=O)COC(=O)c1cccc(NS(=O)(=O)/C=C/c2ccccc2)c1	13	-8	-3	-2.4	35	-1	2	110	-2	0.2
O=C(c1cnn2c(C(F)(F)F)cc(-c3ccccc3)nc12)N1CCCc2ccccc21	11	-2	2	-1.9	-10	-1	-1	100	0	-0.7
Cc1cc(N2C(=O)CCC2=O)ccc1NC(=O)c1cccs1	5	-11	0	-0.9	-2	-4	-5	103	-1	-0.1
O=S(=O)(c1ccccc1)N1N=C(c2ccccc2)CC1c1ccccc1F (centres undefined)	-3	2	-1	0.5	-16	2	-2	90	-1	-0.6
O=C(Cc1ccc(Cl)cc1)NCCc1ccc(F)cc1	·	·	0	·	-20	·	·	108	0	·
COCCn1nnnc1SCC(=O)c1ccccc1	2	-11	1	-0.4	10	-2	4	88	2	-2.9
COc1ccc(SC[C@H](Cc2ccccc2)N2CC[C@@H](O)CCC2=O)cc1	-6	-13	-2	1.0	21	7	0	105	-5	1.0
O=C1C(=O)N(CNc2cccnc2)c2ccccc21	51*	-11	-2	-10	2	7	-1	99	-4	-3.1
CCOC(=O)c1c(C)[nH]c(C)c1S(=O)(=O)NCC1CCN(Cc2ccccc2OC)CC1	5	-4	1	-0.9	23	-6	-1	100	0	-1.5
c1ccc(C2CNCc3c2ccc2ccccc32)cc1 (centres undefined)	-8	-1	1	1.5	-4	4	-2	115	-1	-0.2
CCCCNc1nnc(SCC(=O)c2c[nH]c3ccccc23)s1	3	2	1	-0.7	8	-1	-3	113	·	2.1
O=c1cc(-c2ccccc2)oc2ccc(Br)cc12	-17	-15	-4	3.1	-6	16	-6	102	?	0.4
CCO[C@@H]1OC(C(=O)N2CCOCC2)=C[C@H](c2ccc(C(F)(F)F)cc2)[C@H]1CCCO	2	0	2	-0.4	3	6	-5	108	-2	-0.1
COc1ccc(S(=O)(=O)N2CCOCC2)cc1NC(=O)CSc1nnnn1C1CC1	1	-10	4	-0.1	3	4	-4	·	-1	0.5
O=C(CCC(=O)c1cccs1)OCC(=O)N1CCN(C(=O)c2ccco2)CC1	12	-5	5	-2.2	5	-1	-3	104	·	0.2
COCCSc1ccccc1C(=O)Nc1ccc([N+](=O)[O-])cc1OC	0	-4	-1	-0.1	8	5	2	106	1	-0.5
Cn1c(=O)c(Oc2cc(Cl)cc(Cl)c2)nc2ccccc21	-11	-5	2	2.0	3	2	1	92	·	0.2
COc1ccc(NS(=O)(=O)c2cc(NC(=O)CNC(=O)c3ccc(C)s3)ccc2Cl)cc1	-10	8	0	1.8	-5	5	3	129	1	-0.1
CCc1nc(Nc2cccc(OC)c2)c2oc3ccccc3c2n1	-15	-6	4	3.2	19	-5	-2	106	3	0.1
O=C(Nc1ccc(Oc2cccnc2)cc1)C1CCN(Cc2cc(Cl)ccc2O)CC1	3	1	-4	-0.6	-2	-4	-2	109	-7	-0.3
